# Keap1 Nrf2 FP: inhibitors of human Keap1-Nrf2 protein-protein interaction; 0.15% of 340,000 active; Q14145; Keap1 Kelch-Nrf2 peptide fluorescence polarization, 1536-well; inhibition, % at 9.4 µM; in the data active = inhibition above about 12%;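 also: human Keap1 Kelch domain with fluorescein labeled Nrf2 9mer peptide probe; 0% = neutral control wells and 100% = peptide positive control; higher means more block of Keap1 binding to Nrf2 peptide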
# Target sequence (Q14145 whole entry, looked up, the tested form may be a part): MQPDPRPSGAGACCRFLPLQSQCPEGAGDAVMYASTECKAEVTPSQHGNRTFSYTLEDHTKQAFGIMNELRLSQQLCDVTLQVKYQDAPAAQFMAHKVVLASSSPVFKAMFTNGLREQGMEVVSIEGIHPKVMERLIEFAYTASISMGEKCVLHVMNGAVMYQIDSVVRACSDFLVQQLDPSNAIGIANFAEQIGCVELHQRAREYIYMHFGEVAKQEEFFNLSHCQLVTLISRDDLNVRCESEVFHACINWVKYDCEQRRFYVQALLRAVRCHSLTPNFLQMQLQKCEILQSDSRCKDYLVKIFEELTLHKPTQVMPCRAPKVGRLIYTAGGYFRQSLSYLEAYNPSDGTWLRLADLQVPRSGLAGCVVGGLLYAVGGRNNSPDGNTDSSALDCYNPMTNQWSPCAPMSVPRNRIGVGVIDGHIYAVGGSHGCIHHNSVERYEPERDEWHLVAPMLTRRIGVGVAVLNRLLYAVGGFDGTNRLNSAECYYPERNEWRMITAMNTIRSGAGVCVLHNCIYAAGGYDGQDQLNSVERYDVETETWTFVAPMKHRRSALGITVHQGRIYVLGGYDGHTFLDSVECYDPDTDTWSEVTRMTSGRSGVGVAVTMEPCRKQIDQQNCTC
# C-LANA FP: blocks KSHV LANA C-terminal domain binding to DNA; MBP-C-LANA/FAM-LBS DNA binding, fluorescence polarization; inhibition, % at 9 µM; 0.078% of 340,000 active;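 active = highest replicate inhibition at or above 60% at 9 µM, even if other replicates fall short; inactive = all replicates below 60% inhibition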;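 also: 0% = neutral control wells and 100% = 4 µM acridine orange control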
# V-ATPase pHluor: alters yeast V-ATPase proton transport; S. cerevisiae, pHLuorin cytosolic pH fluorescence; response, % at 10 µM; 0.37% of 350,000 active; AID 504577; in the data active = response mostly above about 7.3%, no sharp cut-off; inactive = mostly below about 5.4%; also: actives read high; inactives centre near 0; some compounds called inactive have numbers as strong as hits
# CAL PDZ FP-1: human CAL PDZ-peptide interaction inhibition. Q9HD26. purified CAL PDZ, TMR-peptide fluorescence polarization, 1 h. inhibition, % at 20 µM. 0.02% of 330,000 active. AID 504414;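 active = highest replicate inhibition of at least 40%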;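 also: plate controls were DMSO neutral control wells for no effect and unlabeled competitor peptide control wells for full effect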
#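 Read-out basis: mP drop reported as inhibition | Assay system: Tagged CAL PDZ protein CerCALP, purified | Benchmarks: Unlabelled peptide for full inhibition, DMSO wells as neutral | Schedule: 1 h incubation at room temperature before polarization reading | Buffer or medium: Sodium phosphate/NaCl buffer pH 7.4 with TCEP, IgG, Thesit | Doses: Single point, 20 µM | Measured by: Fluorescence polarization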
# Arrestin-AP2 inh: blocks beta-arrestin peptide binding to AP2 adaptin | AID 504490 | inhibition, % at 10 µM | FITC-arrestin peptide / GST-AP2 beads, flow cytometry; AP2 beta2 appendage carries R879A mutation | 0.31% of 340,000 active;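 active = inhibition above a set limit, near 3 SD of compounds lacking own fluorescence, cut at about 54% in these data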;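 also: plate controls were DMSO wells for no effect and 5 µM unlabelled arrestin peptide for full effect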
#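 system = GST-tagged AP2 beta2-adaptin appendage (R879A) on 4 µm glutathione beads | reagent = FITC-labelled arrestin peptide probe, 50 nM final | schedule = compound with beads 12 min RT, then probe 1 h RT | signal = HyperCyt-sampled flow cytometry, FL1 channel, ex 488/em 535 nm | read-out = percent response from loss of bead-bound FITC fluorescence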
# NSD2 HMT inh: blocks human histone methyltransferase NSD2 | NSD2 peptide methylation, AlphaScreen, 120 min | inhibition, % at 12.5 µM | 0.54% of 310,000 active; in the data active = inhibition above about 50%
# CAL PDZ FP-2: CAL PDZ (human) peptide binding inhibition; purified CAL PDZ, TMR-peptide fluorescence polarization, 1 h; Q9HD26; AID 602252; 0.92% of 300,000 active; inhibition, % at 24.9 µM;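 active = mean inhibition of at least 30% with at least half of replicates also reaching 30%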;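 also: 0% = DMSO neutral control and 100% = excess unlabeled competitor peptide PRC23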
# DSG3 Ab inh: inhibitors of pemphigus antibody binding to human desmoglein-3; binding (percent of control), % at 10 µM; 0.48% of 310,000 active; AID 588358; P32926; DSG3-coupled beads, scFv-anti-DSG3-GFP binding, flow cytometry; hits give low values;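 active = binding more than 3 SD below its plate's average and above zero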;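 also: hits lower antibody fragment binding to DSG3; some compounds called inactive have numbers as strong as hits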
# Cardiac RTF inh: cardiac RTF calcium desensitization | IANBD-labeled cardiac RTF, Ca2+ fluorescence | 0.12% of 340,000 active | P19429+P45379 | inhibition, % at 7.15 µM;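 active = inhibition above the mean inhibition of all tested compounds plus 3 SD, cut at about 17% in these data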;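 also: assay run at fixed EC70 calcium of 1.6 mM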
# DAGLB inh: blocks human DAGLB lipase activity; inhibition, % at 5.17 µM; AID 504411; HEK293T DAGLB membrane lysate, EnzChek fluorogenic substrate; 0.059% of 340,000 active; in the data active = inhibition above about 34%;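 also: 0% = enzyme with vehicle and 100% = wells lacking enzyme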
# The depositor's hits bear a star; nt = not tested or not shown; & = joins results of further samples. Some of the compounds tested, so the mix of outcomes need not match the whole.
Structure	Keap1 Nrf2 FP	C-LANA FP	V-ATPase pHluor	CAL PDZ FP-1	Arrestin-AP2 inh	NSD2 HMT inh	CAL PDZ FP-2	DSG3 Ab inh	Cardiac RTF inh	DAGLB inh
CCOc1cc(NC(=S)NCc2ccco2)c(OCC)cc1NC(=O)C1CC1	-8	-2.3	2	-2.1	-5	0	-2	121	-9	-1
Cc1ccc(C(=O)N2CCSC2=S)cc1	-10	-0.6	-4	-0.6	-4	-2	-4	96	-4	-1
O=C(O)CCCC(=O)N1N=C(c2c(-c3ccccc3)c3cc(Cl)ccc3[nH]c2=O)CC1c1cccs1 (configuration not stated)	1	-0.1	-4	-5.4	6	1	-3	104	6	3
Cc1nnc(N/N=C\c2ccc(-c3cccc(C(=O)O)c3)o2)n1N	-5	0.8	1	3.3	-21	95*	-3	103	7	0
CC(C)(C)NC(=O)CSc1nnc(SCC(=O)NC(C)(C)C)s1	6	2.8	0	0.2	-6	-6	-1	101	-4	3
Cn1c(=O)c2c(nc(N3CCCCC3)n2CCCNC2=NCCCC2)n(C)c1=O	1	0.2	-4	0.0	11	0	-4	98	7	0
O=C(Cn1ncc(N2CCOCC2)c(Br)c1=O)c1ccc(Cl)cc1	-3	-0.3	2	-2.8	5	-2	3	97	1	0
CC(=O)O[C@]1(C(C)=O)CC[C@H]2[C@@H]3C[C@H](C)C4=CC(=O)CC[C@]4(C)[C@H]3CC[C@@]21C	-2&1	-2.5&-1.9	1&9	-2.3&-0.6	12&-3	nt	-3&-6	102&112	1&4	0&-3
O=C(N/N=C/c1cccc2ccccc12)C(=O)N1CCCC1	-3	0.7	1	-0.3	2	0	-3	nt	11	2
CC(C)C(=O)Nc1c(-c2cccc(Cl)c2)c(=O)c2ccccc2n1C	3	-3.9	-5	-0.6	-5	-5	-1	101	-8	2
NS(=O)(=O)c1cccc(NC(=S)NC(=O)C23CC4CC(CC(C4)C2)C3)c1	3	0.9	1	-0.5	2	30	1	85	1	-9
CN(c1ccccc1)S(=O)(=O)c1ccc(C(=O)N2CCN(c3ccccc3)CC2)cc1	nt	nt	1	nt	nt	-2	nt	97	nt	0
O=C(COC(=O)c1ccccc1Br)NCCC1=CCCCC1	-2	11	6	-1.7	12	-6	-3	101	-5	-3
Cc1ccsc1C(=O)OCC(=O)N1CCN(C(=O)c2ccco2)CC1	6	-1.4	nt	-2.2	0	-1	-5	101	0	-4
COc1cccc(C2CC(c3ccccc3Cl)n3nnnc3N2)c1 (configuration not stated)	-2	-1.1	-1	-1.4	6	5	-3	103	7	2
O=C(OC1CCOC1=O)c1cc(Cl)ccc1[N+](=O)[O-] (configuration not stated)	-4	0.1	-19	-1.7	-4	26	-7	111	1	-2
COc1cccc(CNC(=O)[C@H](CC(C)C)NC(=O)N2CCn3c2nc2ccccc23)c1	1	-0.1	-2	-2.2	2	-1	-2	97	-4	1
O=C(NC1CCN(S(=O)(=O)c2ccccc2F)CC1)c1cccnc1	3	0.0	0	-2.9	18	-7	-2	93	0	0
COc1cccc(N2CCN(C(=O)c3ccc4nc[nH]c4c3)CC2)c1	-5	2.1	4	-1.2	5	3	-2	nt	-8	1
O=C1CCCc2c1cc(C(=O)NCc1ccco1)c(=O)n2-c1ccc(Cl)cc1	5	-0.3	nt	nt	51	-2	-2	106	-3	-3
Cc1cccc(Cn2cnc3c(nnn3Cc3ccccc3F)c2=O)c1	-8	-0.8	-1	-2.4	-1	6	nt	100	-4	-5
O=C(CN(Cc1ccc(F)cc1)C(=O)CCC(=O)Nc1ccccn1)NCCc1ccccc1	-2	0.0	0	0.5	4	-6	-4	110	-11	0
Cn1c(C(=O)N[C@@H](C(=O)O)c2ccccc2)cc2cc(Cl)ccc21	-10	-1.0	0	-2.1	24	0	-3	115	-1	0
Cc1cc(C(=O)OCC(=O)Nc2ccccc2F)c(C)o1	0	0.0	1	-0.7	7	2	0	93	-7	-3
Nn1c(SCC(=O)Nc2ccc(F)c(F)c2)nnc1C1CCCCC1	-5	0.1	3	-2.2	-6	6	-2	111	-6	0
CCN(CC(=O)Nc1ccc2c(c1)OCCO2)C(=O)/C=C/c1ccc(OC)c(OC)c1	2	0.6	-4	-2.8	-18	-6	-2	92	-11	4
Cc1c(Cl)cccc1-n1ccnc1SCC(=O)O	2	0.2	-2	0.7	-3	-1	-1	nt	0	-1
CCN(CCNCC(O)COc1ccccc1C(C)C)c1cccc(C)c1 (configuration not stated)	6	-1.1	-3	nt	0	16	-5	107	-4	-10
Cc1ccc(CNS(=O)(=O)c2c(C(=O)N3CCCCC3)c(C)n(C)c2C)o1	0	1.5	-3	-0.6	0	7	-5	nt	5	-1
c1ccc(CN=C(NCc2ccccc2)NCc2ccccc2)cc1	-1	-0.9	-2	-0.6	29	-1	5	92	-9	-2
CCOc1cc(C2CC(=O)c3c(ccc4ccccc34)N2)ccc1O (configuration not stated)	-1	-0.1	0	-1.3	-5	0	8	108	-4	2
COc1ccccc1C(=O)Nc1ccc(C(=O)c2ccccc2)cc1	-2	-0.7	-3	-2.4	31	2	-4	102	-2	-19
O=C1c2ccccc2C2=Nc3ccccc3SC(c3ccc(Cl)cc3)C12 (configuration not stated)	-2	0.6	-4	-0.2	4	2	-1	nt	0	18
O=C(c1cccc(Cl)c1)N1CCn2c1nc1ccccc12	-2	-0.9	3	-1.2	-2	-1	-12	94	-4	-2
O=C(NC1CCNCC1)C1CCCCC1	-3	-0.8	1	-0.4	33	-1	-3	98	-3	-4
Cc1cccn2cc(-c3ccc(F)cc3)cc12	1	2.5	0	-0.3	-11	6	-1	103	-2	7
Cc1ccc(S(=O)(=O)NC(C)C(=O)N2CCOCCOCCOCCOCC2)cc1 (configuration not stated)	-6	-0.1	0	-1.9	12	7	-2	nt	-25	1
COc1ccc(N2CCN(C(=O)CC34CC5CC(CC(C5)C3)C4)CC2)c([N+](=O)[O-])c1	0	-0.4	0	-3.4	-2	6	-1	93	3	4
CC(C)(C)[C@H]1COC(=O)CCC/C=C/C[C@H](CC(=O)NCCO)C(=O)N1	-1	0.9	2	0.1	5	nt	-2	103	-6	0
CC(C)CN1C(=O)c2ccc(C(=O)NCc3ccccn3)cc2C1=O	2	11	-3	-2.4	5	-1	3	110	-9	-6
COC(=O)c1cc(C(=O)OCC(=O)Nc2ccc(N3CCOCC3)cc2)cc([N+](=O)[O-])c1	1	-2.5	-1	-0.6	-5	0	-2	nt	-12	-5
COC(=O)c1ccc(CSc2ncnc3c2sc2nc(N4CCOCC4)c4c(c23)CCCC4)o1	1	0.3	-2	-1.6	30	0	-4	91	-8	-10
O=C(COc1ccc(Cl)cc1)N1N=C(c2cccs2)CC1c1ccco1 (configuration not stated)	-2	1.2	6	-1.1	28	0	nt	109	-17	-2
COc1ccc(CCC(=O)OCC(=O)Nc2ccc(OC)c(OC)c2)cc1OC	3	0.2	-1	-2.0	11	-9	1	nt	-9	-1
COc1cc(C(=O)CSc2nnc(-c3ccc(O)cc3)n2CC2CCCO2)ccc1NC(C)=O (configuration not stated)	-3	0.9	0	-1.8	8	10	-1	101	-2	-1
O=C(NC(=S)N1CCCCCC1)C1CC1	0	1.3	-1	-0.2	-1	5	1	87	1	-1
CCc1nnc(NC(=O)CSc2nnc(-c3ccoc3C)n2CC(C)C)s1	-4	0.8	2	0.4	5	1	nt	108	-3	1
O=C1CCc2cc(S(=O)(=O)NC(C(=O)NCc3cccnc3)c3ccccc3)ccc2N1 (configuration not stated)	3	0.1	3	-1.2	-6	nt	nt	105	-9	1
CSCCC(NS(=O)(=O)c1ccc(Cl)cc1)C(=O)OCC(=O)c1c(C)[nH]c2ccccc12 (configuration not stated)	1	-1.7	-4	1.2	2	1	-4	113	-1	-6
CCOC(=O)CC(=O)CSc1nc2sc(C)cc2c(=O)n1Cc1ccco1	-6	0.1	4	-4.3	-4	0	-4	122	-1	2

# Continuation.
Structure	Keap1 Nrf2 FP	C-LANA FP	V-ATPase pHluor	CAL PDZ FP-1	Arrestin-AP2 inh	NSD2 HMT inh	CAL PDZ FP-2	DSG3 Ab inh	Cardiac RTF inh	DAGLB inh
CCc1[nH]nc(C(=O)N2CCCC(N3CCN(c4ccccc4C)CC3)C2)c1C (configuration not stated)	6	0.5	-2	-1.2	-7	2	1	104	-8	3
CC(=O)c1ccc(NC(=O)/C=C/c2ccc(C)cc2)cc1	0	0.9	1	-2.0	-9	0	-3	105	-1	-3
COC(=O)c1cc(OC)c(OC)c(OC)c1[N+](=O)[O-]	0	2.5	1	0.3	-5	-2	nt	114	-5	1
Cc1ccc(S(=O)(=O)N2CCN(C(=O)CSC(=S)N3CCCC3)CC2)c(C)c1	1	-0.4	-2	-3.9	31	nt	-5	nt	-13	4
Cc1sccc1/C=N/NC(=O)c1cccc2ccccc12	-1	-0.9	3	-1.0	-6	-1	-4	98	-13	-2
COc1ccc(CNCCS(=O)(=O)NC2CCCCC2)cc1	1	0.6	-2	-0.3	28	nt	-2	99	-1	-1
Cc1c(C)n(C)c2ccc(C(=O)NCCCN3CCCCC3)cc12	2	-2.3	0	-1.7	-5	19	7	87	-10	4
O=C(CSc1ccc(-c2ccccn2)nn1)Nc1ccc(F)c(F)c1	1	-0.7	1	-2.0	10	18	-6	nt	4	1
O=C(CNC(=O)C1COc2ccccc2O1)N/N=C/c1ccc(O)cc1O (configuration not stated)	4	0.0	1	-2.3	15	-7	-5	95	-7	5
COc1ccc(CNC(=O)CCNS(=O)(=O)c2cccc3nsnc23)cc1	-4	0.3	1	-0.7	-21	-2	3	99	-2	-1
CNC(=O)N(O)C1N(/N=C/c2ccccc2O)C(=S)SC1(C)C (configuration not stated)	2	-0.1	-5	-2.0	36	-3	-1	101	-4	-1
Cc1nn(CCC(=O)N2CCN(S(=O)(=O)c3ccccc3)CC2)c(C)c1C	-4	0.7	1	-1.9	-10	-1	-3	nt	-9	0
CC1(C)CC(=O)C=C(Nc2ccccc2C#N)C1	-1	-0.9	0	-0.1	-2	-9	nt	99	-4	2
COCCCNC(=O)[C@H](Cc1c[nH]c2ccccc12)NC(=O)OCc1ccccc1	0	0.8	-1	2.2	32	-1	-2	97	3	-2

# As entered above.
# Reading of `Cc1c(C)n(C)c2ccc(C(=O)NCCCN3CCCCC3)cc12` under C-LANA FP: -2.3
# Reading of `CCc1[nH]nc(C(=O)N2CCCC(N3CCN(c4ccccc4C)CC3)C2)c1C` (configuration not stated) under NSD2 HMT inh: 2

# Assay outcomes from PubChem.
